From PubChem BioAssay
KB-3-1 cytotox – qHTS assay for MDR1-selective chemotherapeutics: Primary screen using the parental adenocarcinoma cell KB-3-1 | KB-3-1 viability, CellTiter-Glo ATP luminescence, 72 h | Potency, µM (titrated, usually from 46.1 µM), for inactives: top-dose activity change, negative = cytotoxic, actives largely listed as cytotoxic | actives 1.4% (n = 400,000) | AID 1347075, 2019; note: potency is the fitted concentration of half-maximal effect; % is set by controls: 0 for no effect and ±100 for the full control effect; nearly all actives have a fitted effect of over 60% in size
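Cytotoxicity in the drug-sensitive parental line KB-3-1 was scored as loss of CellTiter-Glo luminescence following 72 h incubation with compound. Values come from curve fitting of normalized concentration-response data.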
D3 ag – qHTS of D3 Dopamine Receptor Agonist: qHTS; D(3) dopamine receptor (Homo sapiens), P35462; D3R DiscoveRx beta-arrestin cells, luminescence, 90 min; AID 652048, 2013; actives 0.58% (n = 410,000); max activation, %; in the data active = max activation above about 30%; note: 0% is about no effect; mostly tested at two doses, the higher about 12 µM
Target sequence (P35462 whole entry, looked up): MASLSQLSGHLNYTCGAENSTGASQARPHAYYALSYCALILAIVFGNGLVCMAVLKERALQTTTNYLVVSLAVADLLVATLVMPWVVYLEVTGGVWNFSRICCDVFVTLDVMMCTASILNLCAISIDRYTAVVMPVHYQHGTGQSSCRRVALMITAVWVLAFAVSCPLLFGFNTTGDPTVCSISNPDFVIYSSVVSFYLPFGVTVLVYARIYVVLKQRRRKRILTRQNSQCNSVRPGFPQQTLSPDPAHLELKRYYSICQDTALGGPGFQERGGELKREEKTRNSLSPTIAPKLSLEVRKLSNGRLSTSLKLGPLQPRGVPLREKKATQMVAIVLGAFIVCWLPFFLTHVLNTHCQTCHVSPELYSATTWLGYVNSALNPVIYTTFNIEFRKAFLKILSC
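Cells at 1500/well, incubated overnight, then treated with pinned compounds (dopamine as control) for 90 min at 37 degrees C. DiscoveRx reagent added for 30 - 60 minutes at room temperature; luminescence read.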
IL-1B inflam inh – qHTS for Inhibitors of Inflammasome Signaling: IL-1-beta AlphaLISA Primary Screen. AID 743279, 2014. THP-1 LPS/ATP IL-1B secretion, AlphaLISA, 16 h; hits give low values. activity change, % at 57.5 µM. actives 4.7% (n = 360,000); in the data active = activity change below about -50%; inconclusive = mostly about -30% to -49%; note: % is set by controls: 0 for no effect and ±100 for the full control effect
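Secreted IL-1B measured by AlphaLISA bead assay after 16 h compound exposure of THP-1 cells; compounds (final up to 57.5 uM) added 1 h before LPS (250 ng/mL) and ATP (1.25 mM) stimulation; lower signal means less secretion.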
SW480 rereplic – A quantitative high throughput screen for small molecules that induce DNA re-replication in SW480 colon adenocarcinoma cells. SW480 DNA re-replication, Hoechst DNA content imaging, 48 h. Potency, µM (titrated, usually from 46.1 µM), without a hit: at the top dose re-replication activation, usual class: activators. AID 624297, 2012. actives 1.8% (n = 340,000); note: potency is the fitted concentration of half-maximal effect; % of control where 0% means no effect; nearly all actives have a fitted effect of over 55% in size
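First, 250 cells per well were seeded. Next, compound or vehicle (23 nL) was pinned in, plates sat 48 hr at 37 C. Finally Hoechst was added for 40 min before fluorescence scanning.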
HT1080-NT tox – qHTS for induction of synthetic lethality in tumor cells producing 2HG: qHTS for the HT-1080-NT fibrosarcoma cell line; actives 1.6% (n = 360,000); Potency, µM (titrated, usually from 46.1 µM), inactives show at the highest dose activity, negative = less viability, actives largely listed as cytotoxic; HT-1080-NT fibrosarcoma viability, CellTiter-Glo ATP luminescence, 48 h;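 note: NT is the 2HG producing partner of a matched IDH1 knockdown line; potency is the fitted concentration of half-maximal effect; 0% = DMSO-treated cells and -100% = media-only wells without cells; nearly all actives have a fitted effect of over 55% in size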
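HT-1080-NT; 750 cells/well; 5% FBS RPMI; 48 h compound, 37 degrees C; CellTiter-Glo luminescence; curve fitting and curve-class assignment.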
HEK293 tox – qHTS of GLP-1 Receptor Inverse Agonists: Cytotox Screen. HEK293 cAMP-luciferase reporter cells, luminescence, 24 h. Potency, µM (highest dose often 38.3 µM), for the others: top-dose activity change, negative = inhibition, hits mostly inhibitors. actives 0.13% (n = 410,000). AID 624418, 2012;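 note: loss of luciferase light is scored as toxicity; potency is the fitted concentration of half-maximal effect; % is set by controls: 0 for no effect and ±100 for the full control effect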
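Luminescence readout: signal drop marks cytotoxicity. Plated cells grew 12 h at 37 °C, 5% CO2, received 23 nL compound for 24 h, then got luciferase reagent, read after 12 min at RT.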
MCF10A rereplic – A quantitative high throughput screen for small molecules that induce DNA re-replication in MCF 10a normal breast cells | MCF 10A DNA re-replication, Hoechst nuclear intensity, 48 h | Potency, µM (titrated, usually from 46.1 µM), for the others: at the top dose activity, positive = re-replication, actives largely listed as activators | actives 2.9% (n = 350,000) | AID 624296, 2012; note: potency is the fitted concentration of half-maximal effect; % of control where 0% means no effect; nearly all actives have a fitted effect of over 50% in size
HT1080 IDH1KD tx – qHTS for induction of synthetic lethality in tumor cells producing 2HG: qHTS for the HT-1080-IDH1KD cell line | Potency, µM (highest dose often 46.1 µM), inactives show top-dose activity, negative = toxicity, hits mostly cytotoxic | HT-1080 IDH1 knockdown viability, ATP luminescence, 48 h | actives 2% (n = 360,000) | AID 686971, 2013;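 note: potency is the fitted concentration of half-maximal effect; 0% = DMSO wells and -100% = cell-free medium wells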
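% activity derives from luminescence (CellTiter-Glo), normalised to DMSO and no-cell wells. HT-1080-IDH1KD cells, 750/well, had 48 h compound exposure at 37 °C.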
KB-V1 MDR tox – qHTS assay for MDR1-selective chemotherapeutics: Primary screen using the drug-selected MDR subline cells KB-V1; KB-V1 MDR cells viability, CellTiter-Glo, 72 h; Potency, µM (titrated, usually from 46.1 µM), inactives show top-dose activity change, negative = cytotoxicity, hits mostly cytotoxic; actives 3.4% (n = 400,000); note: potency is the fitted concentration of half-maximal effect; % is set by controls: 0 for no effect and ±100 for the full control effect; nearly all actives have a fitted effect of over 60% in size
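Cytotoxicity toward P-gp-expressing KB-V1 cells was determined as loss of CellTiter-Glo luminescence after 72 h at 37 degrees C. Compounds were tested in quantitative HTS format across a concentration range, with curves fitted to normalized data.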
Active calls of the source: *; ? = inconclusive; / = not tested or not shown; & = joins results of further samples; [ ] = another dose, or the depositor's remark. Unless noted, calls come from the whole dose curve; as a rule, active = well fitted curve in the direction sought with a large enough effect; inconclusive = small, poorly fitted or top-dose-only effect, or another doubt; inactive = no such curve, though single readings can be large; an effect the other way counts as inactive or inconclusive.

SMILES | KB-3-1 cytotox | D3 ag | IL-1B inflam inh | SW480 rereplic | HT1080-NT tox | HEK293 tox | MCF10A rereplic | HT1080 IDH1KD tx | KB-V1 MDR tox
Cc1ccc(Sc2ccc(NC(=O)CCl)cc2)c(C)c1 | ? | 0 | -67* | ? | -2% | ? | ? | -21% | 0%
O=C(COC(=O)c1c(Cl)cccc1Cl)NCc1cccs1 | / | 0 | -14 | 1% | -3% | 22% | 1% | 13% | /
NC(=O)COc1ccc(NC(=O)OCc2ccccc2)cc1 | 9% | 1 | -18 | -7% | -6% | -11% | -1% | 10% | 15%
Cc1noc(C)c1COc1ccccc1C(=O)NNC(=O)c1ccccc1F | 7% | -2 | -10 | -5% | 2% | -19% | -2% | 15% | ?
CCC(NS(=O)(=O)c1ccc2c(c1)Cc1cc(S(=O)(=O)NC(CC)C(=O)O)ccc1-2)C(=O)O (configuration not stated) | 8% | 3 | 19 | -10% | 3% | -8% | 1% | 8% | 0%
C=CCNC(=O)COC(=O)COc1ccc(Cl)cc1 | 9% | 6 | 23 | -26% | 4% | -5% | 2% | 6% | 0%
CC1CC(C)CN(C(=O)CCC(=O)Nc2nnc(C3CCCCC3)s2)C1 (configuration not stated) | 15% | -2 | 9 | 4% | ? | -12% | ? | 9% | -13%
CCc1ccccc1NC(=O)Cn1nc(C)n2cccc2c1=O | 5% | 1 | 16 | ? | 0% | -6% | -8% | 0% | -8%
COc1cccc(CN(C)C(=O)c2ccc(S(=O)(=O)Nc3ccccc3F)cc2)c1OC | -4% | 2 | -7 | -2% | -4% | -3% | 8% | 3% | ?
O=C(COc1ccc(C(=O)c2ccccc2)cc1)NC1CCCCC1 | 3% | 12 | 13 | 9% | 2% | 20% | 27% | 12% | -2%
Cc1ccn2cc(-c3ccc(C)c(NS(=O)(=O)c4ccc(Cl)cc4)c3)nc2c1 | 0% | -23 | / | / | / | -4% | / | / | 3%
C=CCc1ccccc1OCCOc1ccc([N+](=O)[O-])cc1/C=N/NC(N)=O | 7% | 6 | 44 | ? | -3% | 8% | 1% | -2% | -16%
Cc1nc2ccc(NC(=S)NC3CC3)cc2nc1C | 16% | 3 | 0 | -17% | 20% | 4% | 5% | 26% | -20%
CCOC(=O)c1cc2c(=O)n3cccc(C)c3nc2n(CC2CCCO2)c1=NC(C)=O (configuration not stated) | ? | -4&-4 | 3&-5 | -3%&-7% | 11%&16% | 202%[activator] | ? | 11%&8% | -18%&-27%
CC(C)C(=O)Nc1cccc(NC(=O)c2cccc(Br)c2)c1 | -6% | 3 | -30 | -1% | 9% | -8% | 0% | 24% | -15%
COc1ccc(-c2c3c(cc4ncn(Cc5ccccc5)c24)COC3=O)cc1 | 7% | 3 | 18 | -18% | 2% | 1% | 2% | 7% | -4%
CCOc1cc(Cl)c(S(=O)(=O)NCCCn2ccnc2)cc1Cl | -28% | 7 | 2 | -2% | -2% | 3% | 11% | ? | -29%
CC1CCCCN1CCCNC(=O)c1ccc2c(=O)n(CCc3ccccc3)c(=O)[nH]c2c1 (configuration not stated) | -13% | 2 | -28 | ? | -10% | -9% | 10% | 0% | ?
Cc1cccc(Nc2ncnc3onc(-c4cccc(Cl)c4)c23)c1C | 0% | -5 | 17 | 15% | -12% | 14% | -19% | -7% | ?
Cc1ccc(C(=O)N2CCN(c3ncccn3)CC2)c(C)c1 | 6% | -2 | 21 | -18% | 5% | 5% | 3% | 7% | -3%
Cc1cccc(N=C2NC(=O)/C(=C/c3cccn3C)S2)c1C | 12% | 8 | -3 | -58% | -18% | ? | ? | ? | ?
O=C(O)c1ccc(N2C(=O)c3ccccc3C2=O)cc1[N+](=O)[O-] | 13% | -14 | 7 | / | 1% | 3% | / | -5% | 21%
O=C(c1cccc([N+](=O)[O-])c1)N1CCN(c2cccc(Cl)c2)CC1 | 18µM* | 1 | -3 | ? | ? | -29% | 16µM* | ? | 5.8µM*
Cc1ccc(C(=O)NNC(=O)C(C)Oc2ccccc2F)cc1S(=O)(=O)N1CCOCC1 (configuration not stated) | 10% | -3 | 3 | -5% | -1% | 4% | 4% | -3% | 26%
COCc1nnc(NC(=O)CCSc2ccccc2)s1 | 0% | 4 | 37 | -7% | 14% | 3% | 14% | 5% | ?
COc1ccc([C@H]2CC(=O)C=C(c3ccc(C)c(F)c3)C2)cc1 | -20% | -2 | -20 | -8% | 24% | -1% | 15% | 4% | -12%
COc1cccc(CNC(=O)C2CCN(S(=O)(=O)c3cccs3)CC2)c1 | 0% | 6 | 6 | -8% | 11% | -8% | -13% | ? | -7%
CC(=O)Nc1ccc(S(=O)(=O)n2cnc(C)c2)cc1 | -2% | -2 | 1 | 0% | 7% | 7% | 0% | 10% | ?
Cc1c(C(=O)NCc2ccc(C#N)cc2)sc(=O)n1Cc1ccccn1 | 7% | 1 | -20 | / | 5% | -5% | / | 2% | ?
CC(C1CC2CCC1C2)n1c(-c2cccs2)n[nH]c1=S (configuration not stated) | -3% | 1 | 23 | -17% | -26% | -1% | 14% | -19% | -26%
COc1ccc(CCN2CCCC(CN(C)C(=O)c3cc(C)oc3C)C2)cc1 (configuration not stated) | 17% | -10 | -16 | 10% | 0% | 3% | 5% | 2% | 6%
COc1ccccc1NS(=O)(=O)c1ccc(C)c(C(=O)Nc2ccc(S(=O)(=O)Nc3onc(C)c3C)cc2)c1 | 3% | 1 | 4 | 4% | 1% | -12% | 1% | 5% | 0%
COC(=O)c1[nH]c2c(c1C)C(=O)CC(c1cc(OC)ccc1OC)C2 (configuration not stated) | 3.7µM* | -1 | 41 | ? | ? | 7% | 8.2µM* | 21µM* | 5.2µM*
Cc1ccc(NC(=O)c2ccc(CN3C(=O)CCn4nc(C)cc43)cc2)c(Cl)c1 | -10% | -6 | / | / | / | -3% | / | / | 0%
O=c1[nH]nc(Cc2ccccn2)c2ccccc12 | 4% | 1 | 13 | -14% | 11% | -10% | 1% | -2% | 8%
O=C(c1cc2ccccc2cc1OCC(O)CN1CCCCC1)N1CCCCC1 (configuration not stated) | 2% | -17 | ? | -12% | -18% | -7% | -3% | -10% | 8%
COc1ccccc1CNc1ccc(-c2nc(C)no2)cc1[N+](=O)[O-] | ? | -10 | / | / | / | -21% | / | / | ?
CN(C)CCCNc1cc(O)c2ncccc2c1 | ? | / | / | ? | / | / | ? | / | ?
CCOc1ccccc1NC(=O)Cn1cnc2onc(-c3ccc(F)cc3)c2c1=O | -2% | 7 | / | / | / | 4% | / | / | 10%
CCCOc1ccc(/C=N/O)cc1 | 4% | 3 | -20 | -5% | 8% | 9% | 0% | 9% | -8%
CCc1ccc(NC(=O)C(C)OC(=O)c2ccc(N3CCCC3)c([N+](=O)[O-])c2)cc1 (configuration not stated) | 1% | -8 | 5 | -10% | 6% | -5% | -6% | -7% | 0%
CN(Cc1ccccc1)c1nc(N)nc(Cl)c1C=O | 7% | -8 | -106* | 4.6µM* | ? | ? | 28% | 18µM* | -21%
Cc1ccc2c(CN(C)Cc3ccc(Cl)cc3)cc(=O)oc2c1 | -2% | -4 | -13 | -25% | 2% | 4% | ? | -5% | -15%
CCOCC(=O)Nc1cccc(C(=O)OCC)c1 | -1% | -9 | -15 | -2% | 26% | -22% | -1% | 27% | 0%
O=C1N(Cc2ccccc2)c2ccccc2C1(O)c1c[nH]c2ccccc12 (configuration not stated) | 6% | 4 | / | / | / | -11% | / | / | 0%
CCOc1cc(/C=N/O)cc(Br)c1OCc1ccc(Cl)cc1 | 0% | -5 | -78* | ? | ? | ? | 11µM* | ? | 0%
O=C(/C=C/c1cccc(Br)c1)NCC1CCCCC1 | 2% | -9 | -5 | -12% | 11% | -9% | -9% | 18% | ?
CCOC(=O)C1CCCN(C(=O)c2cccc3ccccc23)C1 (configuration not stated) | 2% | 3 | 34 | -10% | 3% | 4% | 5% | -7% | 1%

A second format for some results above.
smiles,KB-3-1 cytotox,D3 ag,IL-1B inflam inh,SW480 rereplic,HT1080-NT tox,HEK293 tox,MCF10A rereplic,HT1080 IDH1KD tx,KB-V1 MDR tox
Cc1noc(C)c1COc1ccccc1C(=O)NNC(=O)c1ccccc1F,7%,-2,-10,-5%,2%,-19%,-2%,15%,?
CCC(NS(=O)(=O)c1ccc2c(c1)Cc1cc(S(=O)(=O)NC(CC)C(=O)O)ccc1-2)C(=O)O (configuration not stated),8%,3,19,-10%,3%,-8%,1%,8%,0%
C=CCNC(=O)COC(=O)COc1ccc(Cl)cc1,9%,6,23,-26%,4%,-5%,2%,6%,0%

The list continues:
SMILES | KB-3-1 cytotox | D3 ag | IL-1B inflam inh | SW480 rereplic | HT1080-NT tox | HEK293 tox | MCF10A rereplic | HT1080 IDH1KD tx | KB-V1 MDR tox
Cc1cc(C)n(-c2nc3ccccc3nc2N2CCN(C(=O)c3ccc(Cl)cc3)CC2)n1 | -16% | 0 | -59* | 21µM* | -26% | ? | 1.8µM* | ? | 1%
COc1cccc(C(=O)O)c1OS(=O)(=O)c1ccc(C)cc1 | -18% | -10 | 8 | / | -6% | -2% | / | 0% | 5%
COc1ccc(C(=O)COC(=O)C(CCSC)NS(=O)(=O)c2ccc(Cl)cc2)cc1 (configuration not stated) | 1% | 4 | 3 | -79%[inhibitor] | -1% | -2% | 8% | 2% | 23µM*
COc1ccc(CCC(=O)N(C)CC(=O)Nc2ccc(N3CCOCC3)cc2)cc1 | 2% | -16 | -12 | 2% | 17% | 4% | -5% | 14% | -21%
NC(=O)c1ccc(NC(=O)CS(=O)(=O)c2cn(CC(=O)N3CCCCC3)c3ccccc23)cc1 | 8% | 1 | -12 | -7% | 16% | -10% | 9% | 7% | -3%
